Bioassay records (PubChem BioAssay)
LMNA splice mod: changes lamin A minigene splicing in HeLa cells; HeLa LMNA splicing GFP/RFP minigene ratio, 48 h; Potency, µM (highest dose often 46.1 µM), without a hit: at the highest dose ratio change, negative = inhibition, most hits filed as inhibitors; hit rate 0.01% among 200,000; AID 1487; active = well fitted inhibition curve with a large enough effect in the signal ratio, with a control signal flat, not every such curve was filed as active; inconclusive = small, poorly fitted or top-dose-only effect, or effect the other way, or a change in a side signal; the % refers to the signal ratio; note: potency is the fitted concentration of half-maximal effect; % is set by controls: 0 for no effect and ±100 for the full control effect
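Read-out is the ratio of GFP to DsRed2 object intensity, acquired by 488 nm laser-scanning cytometry on HeLa lamin A-EGFP minigene reporter cells. Compound incubation 48 hrs at 37 °C in Opti-MEM with 2% FBS; DMSO 0.5% final.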
CBFb RUNX1 block: CBF-beta/RUNX1 interaction disruption | 230,000 tested, under 10 active | AID 1477 | Potency, µM (titrated, usually from 59.8 µM), for inactives: at the top dose activity, negative = inhibition, most hits filed as inhibitors | Q01196+Q13951 | AlphaScreen CBFb-His/RUNX1-biotin binding, biochemical; note: % of control where 0% means no effect
Target sequence (Q01196 whole entry, looked up): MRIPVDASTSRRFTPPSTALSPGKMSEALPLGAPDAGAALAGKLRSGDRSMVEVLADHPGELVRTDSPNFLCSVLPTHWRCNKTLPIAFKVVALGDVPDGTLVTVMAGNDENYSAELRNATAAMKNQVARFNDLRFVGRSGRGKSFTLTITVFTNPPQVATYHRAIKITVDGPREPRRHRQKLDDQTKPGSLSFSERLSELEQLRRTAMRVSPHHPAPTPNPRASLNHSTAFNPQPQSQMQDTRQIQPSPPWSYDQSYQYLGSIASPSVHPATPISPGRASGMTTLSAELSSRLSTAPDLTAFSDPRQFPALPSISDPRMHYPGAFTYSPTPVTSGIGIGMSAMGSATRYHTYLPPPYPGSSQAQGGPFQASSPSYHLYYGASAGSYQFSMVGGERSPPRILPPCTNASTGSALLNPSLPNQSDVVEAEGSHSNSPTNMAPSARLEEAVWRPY
Target sequence (Q13951 whole entry, looked up): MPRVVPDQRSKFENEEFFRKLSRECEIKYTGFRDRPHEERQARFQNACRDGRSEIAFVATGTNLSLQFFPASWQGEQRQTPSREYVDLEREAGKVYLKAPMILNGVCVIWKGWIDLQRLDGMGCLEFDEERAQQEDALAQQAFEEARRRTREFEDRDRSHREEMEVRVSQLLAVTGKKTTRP
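Compounds were screened at multiple concentrations against a preformed CBF-beta(His)/RUNX1(biotin) complex (30 nM of each) for 15 min at room temperature, followed by 90 min with nickel and streptavidin beads and AlphaScreen reading.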
GAA inh: blocks human lysosomal alpha-glucosidase. purified human GAA, 4-MU-alpha-glucoside fluorescence. P10253. Potency, µM (top dose mostly 76.9 µM), without a hit: at the highest dose activity change, negative = inhibition, actives largely listed as inhibitors. hit rate 0.005% among 200,000;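 note: potency is the fitted concentration of half-maximal effect; plate controls were uninhibited enzyme wells for no effect and no-enzyme background for full effect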
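Fluorescence at Ex 365/Em 440 nm from 4-methylumbelliferone reported enzyme activity after 20 min at room temperature. Reactions used 4 nM enzyme and 400 uM substrate at pH 5.0; curves fitted with the Hill equation.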
HTT aggregate: reduces HttQ103-GFP aggregates in PC12 cells. hit rate 1.1% among 220,000. PC12 HttQ103-GFP aggregates, Acumen cytometry, 40 h. Potency, µM (doses to about 46.1 µM), inactives show top-dose activity change, negative = inhibition, usual class: inhibitors; note: potency is the fitted concentration of half-maximal effect; % is set by controls: 0 for no effect and ±100 for the full control effect; nearly all actives have a fitted effect of over 60% in size
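Compounds (qHTS titration) were added to PC12 cells expressing an ecdysone-driven HTT exon 1 Q103–GFP fusion after induction with 100 nM tebufenozide. Aggregate formation was measured as GFP objects in cell lysates.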
HTT cytoprotect: cytoprotection in Huntington HTT-Q103 PC12 cell model. AID 1471. PC12 HTT-Q103 induced, cytoprotection, ATP luminescence, 40 h. hit rate 0.14% among 230,000. Potency, µM (top dose mostly 56.4 µM), for inactives: cytoprotection (ATP increase), most hits filed as activators;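 note: potency is the fitted concentration of half-maximal effect; % of control where 0% means no effect; nearly all actives have a fitted effect of over 45% in size; toxic huntingtin expression switched on by the ecdysone agonist tebufenozide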
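PC12 cells stably carrying ecdysone-inducible Htt exon 1 (Q103)–GFP were induced with 100 nM tebufenozide (final) alongside library compounds in a dose series. Cytoprotection was scored as retained ATP by ATPlite luminescence.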
aGlu spleen mod: lysosomal alpha-glucosidase (human) modulation. human spleen homogenate, 4-MU-alpha-glucoside fluorescence. Potency, µM (titrated, usually from 79.9 µM), without a hit: top-dose activity change, negative = inhibition, hits mostly inhibitors. hit rate 0.006% among 240,000;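 note: potency is the fitted concentration of half-maximal effect; 0% = enzyme with vehicle and -100% = no enzyme basal signal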
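Human spleen homogenate (1 ug) with 4-methylumbelliferyl-alpha-D-glucopyranoside (1 mM final) in 50 mM citrate/phosphate pH 5.0, 0.01% Tween-20; 40 min at 37 C. Stopped at pH 10; 4-MU fluorescence Ex 365/Em 440 nm; AC50 by Hill fit.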
GAA glycogen: inhibitors or activators of human alpha-glucosidase glycogen cleavage; recombinant GAA, glycogen substrate, Amplex Red glucose oxidase fluorescence; Potency, µM (doses to about 76.4 µM), inactives show at the highest dose activity change, negative = inhibition, hits mostly inhibitors; hit rate 0.38% among 300,000; AID 2100;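 note: potency is the fitted concentration of half-maximal effect; 0% = full enzyme reaction and -100% = no-enzyme basal signal; the screen sought inhibitors and activators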
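Recombinant human enzyme (4 nM); glycogen substrate; 37 C, 40 min, pH 5.0. Readout: coupled glucose oxidase/Amplex Red fluorescence.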
* hit, by the source's call; ? = inconclusive; . = not tested or not shown; [ ] = another dose, or the depositor's remark. Unless noted, calls come from the whole dose curve; as a rule, active = well fitted curve in the direction sought with a large enough effect; inconclusive = small, poorly fitted or top-dose-only effect, or another doubt; inactive = no such curve, though single readings can be large; an effect the other way counts as inactive or inconclusive. Rows were taken by chance. Share with any hit: about 1.5%.

SMILES | LMNA splice mod | CBFb RUNX1 block | GAA inh | HTT aggregate | HTT cytoprotect | aGlu spleen mod | GAA glycogen
CC(C)C(NC(=O)/C=C/c1cccc([N+](=O)[O-])c1)C(C)C | 16% | -2% | -1% | -31% | . | -1% | -5%
Cc1nc2c3ccccc3nc(SCC(=O)c3ccc(Cl)cc3)n2n1 | ? | 4% | -7% | -1% | -17%[10 µM] | -14% | 3%
CCOc1ccc(N2C(=O)/C(=C/c3cccs3)N(C)C2=S)cc1 | 1% | -12% | 3% | 0% | 2%[0.074 µM] | -6% | -1%
Oc1cccc(/C=N/c2c(-c3ccco3)nc3ccccn23)c1 | ? | 7% | 1% | 24% | 29% | -3% | 10%
CCCC(=O)C1CCN(Cc2ccccc2)CC1 | -5% | 1% | -3% | -21%[9.22 µM] | 4% | -12% | -8%
COc1cccc(-n2c(SCc3c(C)noc3C)nnc2-c2cccc(S(=O)(=O)N(C)C)c2)c1 | 6% | -1% | -5% | 22% | -27%[10 µM] | -6% | 2%
Cc1cccc([C@H]2[C@@H]3C=CCC[C@@H]3C(=O)N2Cc2ccccc2)c1 | . | ? | . | . | -127%[inhibitor] | 4%[119 µM] | .
Cc1cc(N2CCCCC2)nc(SCC(=O)c2ccccc2)n1 | 4% | 8% | -7% | -7% | 17%[10 µM] | -2% | -12%
CC1(C)C(=O)OC(c2cccn2-c2cccc([N+](=O)[O-])c2)C2(CCCCC2)C1=O (centres undefined) | ? | ? | -9% | ? | 33%[10 µM] | 6% | 6%
Cc1cc(N2C(=O)C3C4C=CC(C4)C3C2=O)no1 (centres undefined) | 5% | 3% | 2% | 1% | 3% | -4% | 2%
CC(=O)CCCCn1cnc2c1c(=O)n(C)c(=O)n2C | 2%[46 µM] | 4% | -1%[15.4 µM] | . | . | 1% | -2%
CNC(=O)c1cc2cccc(OC)c2oc1=O | 10% | 3% | 5% | 9% | -12%[0.074 µM] | -8% | -3%
COc1cccc(N(Cc2nnc3n2CCCCC3)C(=O)Nc2ccccc2F)c1 | -6%[46 µM] | 12% | -7% | 11% | -3% | 1% | -1%
Cc1cccc(-n2c(SCC(N)=O)nnc2-c2ccccn2)c1C | 10% | -10% | 2% | 17% | 15% | 6% | -5%
CCn1cc(CN2CCc3c([nH]c4ccccc34)C2c2cccc(OC)c2OC)c(C)n1 (centres undefined) | . | 0% | ? | 4%[9.22 µM] | 3%[10 µM] | 5% | 17%
Cc1nc2ccccc2c(=O)n1/N=C/c1ccco1 | . | 16% | -3% | 1% | . | -1% | -2%
NS(=O)(=O)c1ccc(NC(=O)c2cccc(Cl)c2)cc1 | ? | 8% | -4% | 1%[9.22 µM] | 9%[10 µM] | 2% | 7%
COc1ccc(/C=N/NC(=O)Cn2nc(C)c([N+](=O)[O-])c2C)cc1 | -1% | 1% | 2% | 0% | . | 3% | -3%
Cc1cc(=O)[nH]c(SCC(=O)OCc2ccccc2)c1C#N | ? | 5% | 10% | 4%[9.22 µM] | 5%[10 µM] | 4% | -5%
Cc1ccc(S(=O)(=O)N/N=C/c2ccccc2O)cc1[N+](=O)[O-] | -27%[46 µM] | -7% | -2% | -2% | -36% | 7% | 1%
CC(C)C(=O)Nc1ccc(-c2csc(-c3ccccc3)n2)cc1 | 10% | 2% | 1% | 1% | -21% | -2% | 0%
CC(C(=O)OCC(=O)c1ccccc1)N1C(=O)c2ccccc2C1=O (centres undefined) | . | 27% | 3% | -1% | . | -6% | -6%
CCN1CCN(c2oc(COc3ccc(Cl)cc3)nc2C#N)CC1 | . | -17% | . | 2%[9.22 µM] | -7%[10 µM] | -2% | 6%
Cc1n[nH]c(=S)n1Cc1ccccc1 | . | 2% | . | 0%[9.22 µM] | 2%[10 µM] | -2% | 4%
COc1cc(NC(=O)c2ccc3c(c2)OCO3)ccc1NC(=O)c1ccco1 | 3% | -4% | 13% | 12% | 6%[10 µM] | 3% | 9%
CCC(C)(C(=O)NC1CCCC1)N(CC1CCCO1)C(=O)CNC(=O)c1ccccc1 (centres undefined) | 0% | 11% | ? | -4% | -6% | -7% | 1%
Cc1ccc(C(=O)NC(=S)NNS(=O)(=O)c2ccccc2)cc1 | ? | -9% | 13% | 4%[9.22 µM] | 29%[10 µM] | -12% | ?
CCn1c(SCC(=O)Nc2ccccc2C(=O)OC)nnc1-c1ccoc1C | -9% | -1% | 1% | -5% | 25% | -3% | 3%
CCOC(=O)C1=C(C)Nc2nc(=S)[nH]n2C1c1ccc(Cl)cc1 (centres undefined) | 3% | -5% | -7% | -1% | -25% | -4% | ?
CC1=C(C#N)C(/C=N/OCc2ccc(Cl)cc2)CC(=O)N1 (centres undefined) | 10%[9.22 µM] | 0% | 11% | 16% | ? | 7% | -26%
C[C@@H](C(=O)Nc1ccc2ccccc2c1)[C@@H]1C[C@@]1(C)[C@@H](NC(=O)OCc1ccccc1)c1ccccc1 | . | 12% | . | . | 12% | -15% | .
CCC(CC)c1nnc(NC(=O)c2nc3nc(C)cc(C)n3n2)s1 | -1% | -10% | -2% | 4%[9.22 µM] | -6% | -6% | 4%
O=C1/C(=C/c2ccncc2)SC(=S)N1C1CCCCC1 | -11% | 0% | 4% | -3% | 35%[10 µM] | -2% | 7%
O=C(CSc1nnc(CCc2nc3ccccc3[nH]2)n1-c1ccccc1)NCc1ccco1 | 5% | -6% | 4% | -4% | -7% | -4% | -3%
COc1ccc(OC)c(-c2csc3nnc(SCC(=O)Nc4ccc(NC(C)=O)cc4)n23)c1 | -5% | -4% | -11% | 0% | -15%[10 µM] | -2% | 8%
CCCCC(=O)Nc1ccc2c(c1)nc(CCN1CCN(C)CC1)n2C | . | 4% | . | 23%[9.22 µM] | 23%[10 µM] | 6% | 2%
CCN(CC)CC(=O)NCc1cc(-c2ccc(OC)cc2)no1 | -1% | 2% | -4% | 0% | 11% | -10% | 3%
O=C1NC(NS(=O)(=O)c2ccc(Cl)cc2)(C(F)(F)F)C(=O)N1CCc1ccccc1 (centres undefined) | . | 16% | . | -7%[9.22 µM] | 3%[10 µM] | 0% | 4%
COCCCNC(=O)[C@H](CSCc1ccccc1)N1Cc2ccccc2C1=O | . | 6% | . | -32%[9.22 µM] | -4%[10 µM] | 0% | -1%
CCn1c(SCC(=O)Nc2cc(C)on2)nnc1-c1ccco1 | 6% | 12% | -9% | 22% | 6% | -3% | 7%
CC12CCC(C/C1=N/O)C2(C)CBr (centres undefined) | . | 8% | . | 14%[9.22 µM] | 41%[10 µM] | 5% | 3%
CCn1c(C)nc2cc(C(=O)N/N=C/c3ccc(O)cc3)ccc21 | 6% | 12% | -11% | 6% | 25%[10 µM] | 2% | -17%
FC(F)(F)c1ccc(Sc2nnc(-c3cccs3)n2CC2CCCO2)nc1 (centres undefined) | -9% | 5% | 6% | 1% | -6%[10 µM] | -3% | 5%
CCN1CCN(C(=O)c2ccc(OCC(=O)Nc3ccc(F)cc3)c(OC)c2)CC1 | . | -6% | -1% | -12% | -25% | -2% | 4%
Cn1c(=NC(=O)C2CC2)sc2cc(F)cc(F)c21 | -2% | 3% | -8% | 13% | -32% | 0% | -4%
O=C(Cc1ccccc1)Nc1ccc(-c2nnc(-c3ccco3)o2)cc1 | -2% | 10% | 1% | -6% | -8%[10 µM] | -5% | 0%
CC1CCCN(Cc2c(O)ccc3c4c(c(=O)oc23)CCCC4)C1 (centres undefined) | . | 0% | . | 0%[9.22 µM] | 10%[10 µM] | ? | -1%
O=c1nc(N2CCCC2)nc(Nc2ccccc2)[nH]1 | 7% | 3% | ? | 2% | -30% | 4% | .
Cc1cc(C)n(-c2nc3ccccc3nc2Nc2ccc3c(c2)OCO3)n1 | -6% | 13% | -11% | -1% | 34%[10 µM] | -22% | -3%
CC1CCCC(NC(=O)CSc2ncccc2C(=O)O)C1C (centres undefined) | 13% | 27% | 3% | -29% | -4% | -3% | -6%
CCCC(=O)NC(NC(=S)Nc1ccc(N=Nc2ccccc2)cc1)C(Cl)(Cl)Cl (centres undefined) | ? | -24% | -8% | ? | -3%[1.9 µM] | -9% | 12%

Structural class: the entries above containing a furan ring, fused or not.
SMILES | LMNA splice mod | CBFb RUNX1 block | GAA inh | HTT aggregate | HTT cytoprotect | aGlu spleen mod | GAA glycogen
Oc1cccc(/C=N/c2c(-c3ccco3)nc3ccccn23)c1 | ? | 7% | 1% | 24% | 29% | -3% | 10%
Cc1nc2ccccc2c(=O)n1/N=C/c1ccco1 | . | 16% | -3% | 1% | . | -1% | -2%
COc1cc(NC(=O)c2ccc3c(c2)OCO3)ccc1NC(=O)c1ccco1 | 3% | -4% | 13% | 12% | 6%[10 µM] | 3% | 9%
CCn1c(SCC(=O)Nc2ccccc2C(=O)OC)nnc1-c1ccoc1C | -9% | -1% | 1% | -5% | 25% | -3% | 3%
O=C(CSc1nnc(CCc2nc3ccccc3[nH]2)n1-c1ccccc1)NCc1ccco1 | 5% | -6% | 4% | -4% | -7% | -4% | -3%
CCn1c(SCC(=O)Nc2cc(C)on2)nnc1-c1ccco1 | 6% | 12% | -9% | 22% | 6% | -3% | 7%
O=C(Cc1ccccc1)Nc1ccc(-c2nnc(-c3ccco3)o2)cc1 | -2% | 10% | 1% | -6% | -8%[10 µM] | -5% | 0%
